Assay outcomes (PubChem BioAssay)
Lipid storage S3: qHTS Assay for Lipid Storage Modulators in Drosophila S3 Cells; Drosophila S3 cells, BODIPY lipid droplet fluorescence, 18-24 h; cells fed with added oleic acid; 320,000 compounds, 0.64% hits; Potency in µM for hits, for the others lipid storage change, negative = inhibition, % at the top dose, mostly 46.1 µM; active = well fitted inhibition curve with a large enough effect in the signal ratio, with a control signal flat, not every such curve was filed as active; inconclusive = small, poorly fitted or top-dose-only effect, or effect the other way, or a change in a side signal; the % refers to the signal ratio
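Drosophila S3 cells got compounds at several concentrations plus oleic acid (400 uM solution). Laser-scanning cytometry with 488 nm excitation read lipid droplets at 500-530 nm and cells at 575-640 nm. Percent activity was relative to 20 uM Triacsin C.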
Lipid storage S3 cell count max: recorded beside Lipid storage S3, whose call it bears; cell number change, %; measured here: cell count max response;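 cells counted by Cell Tracker Red CMTPX staining in the red channel; peak over a dose series mostly up to 46.1 µM; percent activity relative to internal control wells on each plate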
The depositor's hits bear a star; i = inactive; u = inconclusive; x = no result given; [ ] = another dose, or the depositor's remark. % is scaled to controls: 0 for no effect and ±100 for the full control effect; potency is read from the fitted curve at half-maximal effect. An excerpt; rates above refer to the full screens.

SMILES	Lipid storage S3	Lipid storage S3 cell count max
O=[N+]([O-])c1ccc(O)c(/C=N/NC2=NS(=O)(=O)c3ccccc32)c1	u	x
Cc1ccc(C)c(OCC(=O)N/N=C/c2c(C)nn(-c3ccccc3)c2Cl)c1	u	x
COC(=O)c1[nH]c2c(c1C)C(=O)CC(c1ccccc1)C2 (stereo not given)	i	x
COc1cc(/C=C2\SC(N)=NC2=O)ccc1OCC(=O)Nc1ccccc1C	u	x
CC(C)C(NC(=O)CCNC(=O)c1ccc([N+](=O)[O-])cc1)c1nc2ccccc2[nH]1 (stereo not given)	u	x
O=C(NCCOc1cccc(Cl)c1Cl)c1cc(-n2cnnc2)ccc1Cl	u	x
CCOC(=O)CNC(=O)CSc1nccn1Cc1ccco1	u	x
O=CN1N=C(c2ccccc2)CC1c1ccc(Cl)cc1 (stereo not given)	13%	10
COc1ccc(OC)c(NC(=S)N2CCN(C/C=C/c3ccccc3)CC2)c1	i	5
Cc1ccc(NC(=O)c2cccc(N3C(=O)C4C5CCC(C5)C4C3=O)c2)c(C)c1 (stereo not given)	-15%	26
c1ccc(SCCN2CCc3ccccc3C2)cc1	0%	4
Oc1c(C(c2ccco2)N2CCN(C(c3ccccc3)c3ccccc3)CC2)sc2ncnn12 (stereo not given)	u	x
COc1ccc(NC(=O)Nc2ccccc2SC)cc1OC	18%	-3
C#CCOc1c(Br)cc(/C=N\NC(=O)CN2CCOCC2)cc1OCC	u	x
CC(=O)Nc1ccc(S(=O)(=O)NC2(C(F)(F)F)NC(=O)N(C3CCCC3)C2=O)cc1 (stereo not given)	u	x
CCCc1cc(=O)[nH]c(SCC(=O)N(CCOC)c2c(N)n(Cc3ccccc3)c(=O)[nH]c2=O)n1	7%	5
CCOc1ccc(NC(=O)CN(C)C(=O)c2ccc(NC3CC3)c([N+](=O)[O-])c2)cc1OCC	u	x
OC(COCC1COc2ccccc2O1)CN1CCN(c2ccccc2)CC1 (stereo not given)	14%	-12
COCC(C)NC(=O)c1nn(Cc2ccccc2)c(=O)c2ccccc12 (stereo not given)	u	x
Cc1ccc(OCC(=O)Nc2ccc(S(=O)(=O)N3CCCC3)cc2)cc1	u	x
CCOc1ccc(NCC(=O)c2ccc(C)cc2)cc1	u	x
COc1ccccc1CN1C2CCCC1CC(NC(=O)/C=C/c1ccccc1)C2 (stereo not given)	10%	2
Cc1nc2c(ccc3c([N+](=O)[O-])cccc32)c(C)c1C	u	x
Cc1ccc(C)c(S(=O)(=O)Nc2nc(C)c(C(=O)Nc3ccccc3)s2)c1	-12%	0
CC(=O)Nc1ccc(OCC(O)Cn2cccn2)cc1 (stereo not given)	u	x

Look-ups from the entries so far:
In Lipid storage S3 cell count max, `COc1ccc(NC(=O)Nc2ccccc2SC)cc1OC` reads -3
In Lipid storage S3 cell count max, `COc1ccc(OC)c(NC(=S)N2CCN(C/C=C/c3ccccc3)CC2)c1` reads 5

Returning to the listing with the two entries that preceded the break.
SMILES	Lipid storage S3	Lipid storage S3 cell count max
Cc1ccc(C)c(S(=O)(=O)Nc2nc(C)c(C(=O)Nc3ccccc3)s2)c1	-12%	0
CC(=O)Nc1ccc(OCC(O)Cn2cccn2)cc1 (stereo not given)	u	x
Clc1ccc2oc(-c3ccccc3)nc2c1	u	x
C[C@H](NC(=O)[C@@H]1Cc2ccccc2CN1)C(=O)NC1CCCCC1	u	x
CCOc1ccc(Oc2nc(NCC(C)C)nc(N(C)C)n2)nn1	i	-9
Cc1cc(C(=O)N2CCc3ccccc32)n(-c2ccccc2)n1	8%	x
Nc1ncc(-c2nnnn2-c2ccc(Cl)cc2)c(-c2ccc(Cl)cc2)n1	-8%	23
O=C1NCCCC1C(=O)N1CCN(C(=O)C2CCCNC2=O)CC1 (stereo not given)	u	x
CCOc1cc(CNn2cnnc2)cc(Br)c1OCC(=O)NC1CCCCC1	-1%	-15
Cc1c(NC(=O)C(C)OC(=O)c2c3c(nc4ccccc24)CCC3)c(=O)n(-c2ccccc2)n1C (stereo not given)	-10%	-17
CC(=O)c1cccc(CN2CCCC(C(=O)Nc3ccc(-c4ccco4)cc3)C2)c1 (stereo not given)	u	x
CC[C@@H](NS(=O)(=O)c1ccc(C)cc1)C(=O)Oc1ccc2c3c(c(=O)oc2c1)CCC3	-5%	5
N#Cc1ccc(COc2ccc(CCO)cc2-n2nc3ccccc3n2)cc1	u	x
O=C(O)CCCNC(=O)c1ccccn1	-9%	-21
O=S(=O)(NC1CCCCC1NS(=O)(=O)c1ccc(F)cc1)c1ccc(F)cc1 (stereo not given)	u	x
COc1cccc(NC(=O)CN(C)C(=O)c2cccnc2Sc2ccc(C)c(C)c2)c1	u	x
O=C(c1ccc(COc2c(F)c(F)c(F)c(F)c2F)o1)N1CCOCC1	i	x
NS(=O)(=O)c1ccc(NC(=O)COC(=O)c2ccc3c(c2)OCCO3)cc1	u	x
O=C(C1=C[C@@H](c2ccc(C(F)(F)F)cc2)C[C@@H](OCCCCO)O1)N1CCOCC1	-2%	x
O=C(CCC(=O)N1CCN(c2ccccc2F)CC1)c1ccc(F)cc1	7%	0
CCOC(=O)C1(C(C)(C)CC)CC(CSc2nc3ccccc3[nH]2)OC1=O (stereo not given)	u	x
N#Cc1c(N)n(-c2ccc(O)cc2)c2nc3ccccc3nc12	u	x
CC(=O)C1=C(O)C(=O)N(CCCCCC(=O)O)C1c1ccc(N(C)C)cc1 (stereo not given)	i	11
O=C(CN1CCN(S(=O)(=O)c2ccc(Cl)cc2)CC1)Nc1ccc2c(c1)OCCO2	u	x
Cc1nn(C)cc1CNCc1c(C(=O)N2CCCCC2)nc2c(C)cccn12	u	x
COc1ccc(OCC(=O)Nc2c(Cl)ccc3nsnc23)cc1	u	x
O=C(NC(O)C(=O)c1ccccc1)c1ccccn1 (stereo not given)	u	x

Continued:
SMILES	Lipid storage S3	Lipid storage S3 cell count max
CN(CC(=O)Nc1cccc(F)c1)C(=O)CSc1nc2ccccc2s1	u	x
CCCCN(C)CCN1C(=O)C2C(C(=O)Nc3ccc(C)cc3)C3C=CC2(O3)C1C(=O)NC1CCCCC1 (stereo not given)	i	1
Cc1ccc(-c2nnc(SCC(=O)Nc3ccccc3F)o2)cc1	-17%[9.22 µM]	-18
CC(OC(=O)CCNS(=O)(=O)c1cccs1)C(=O)Nc1ccc(S(N)(=O)=O)cc1 (stereo not given)	13%	1
Cc1cc(OCC(=O)NCc2ccncc2)c2c(C)c(C)c(=O)oc2c1	i	9
Cc1c(NC(=O)Cc2noc3ccccc23)cccc1[N+](=O)[O-]	-5%	-1
CCc1nnc(NC(=O)C(=O)NCCOC(=O)c2ccccc2Cl)s1	-25%	-4
CCN(CC)c1ccc(/C=N/Nc2ccccc2)c(O)c1	7%	-11
CCN(CC)C(=O)C(=O)N/N=C/c1ccc(Br)cc1	i	x
OC(CNCc1ccccc1Cl)COc1ccc(F)cc1 (stereo not given)	i	-10
CC(=O)Nc1ccc2c(c1)nc(CCN1CCOCC1)n2C	u	x
S=C(Nc1ccccc1Cl)N1CCCC1	u	x
O=C(NCc1ccncc1)c1nnc(Cc2c(F)cccc2Cl)o1	8%	x
CCOC(=O)N1CCN(S(=O)(=O)/C=C/c2ccccc2)CC1	12%	8
Cc1nc2ccc(S(=O)(=O)NC(C(=O)NCc3cccs3)C(C)C)cc2s1 (stereo not given)	16%	2
O=C(CN1C(=O)c2ccccc2C1=O)Nc1ccccc1C(=O)N1CCCC1	i	x
Cc1cc(C)nc(N(C#N)Cc2ccc(Cl)cc2)n1	u	x
COc1cc(CNc2ccc3[nH]c(=O)[nH]c3c2)cc(Br)c1OCC(=O)NC(C)(C)C	i	x
CN(CC(=O)Nc1ccccc1C(=O)NC1CC1)Cc1ccccc1F	u	x
CC1(C)CC(=O)c2ccc(OCc3ccc([N+](=O)[O-])cc3)cc2O1	10%	6
CCc1nc2scc(-c3cccs3)c2c(=O)o1	6%	10
CCOc1ccc(N2CC(C(=O)N3CCc4ccccc4C3)CC2=O)cc1 (stereo not given)	u	x
Cn1nc(C(=O)NCc2ccccc2CN2CCCC2)c2ccccc2c1=O	u	x
CC(CC(=O)Nc1ccccc1C(F)(F)F)c1ccccc1 (stereo not given)	u	x
Cn1cnc([N+](=O)[O-])c1Sc1nc2ccccc2[nH]1	u	x

(next part)
SMILES	Lipid storage S3	Lipid storage S3 cell count max
Cc1nc2c(C)cccc2cc1C(=O)N/N=C/c1cccnc1	u	x
COc1ccc(CNc2nc3ccccc3n2CCN2CCCCC2)cc1	15%	4
CCN(CC)S(=O)(=O)c1cc(NC(=O)Cc2ccsc2)ccc1C	1%	8
CC(=O)Nc1ccc(N=Cc2nc(-c3ccc(C)cc3)oc2O)cc1	u	x
COc1cccc(CNCCO)c1OCc1ccc(Cl)cc1	-6%	14
COc1cccc(C(=O)/C=C2\NCCc3cc(OC)c(OC)cc32)c1	u	x
Cc1ccc(C2CC(c3ccco3)=NN2S(C)(=O)=O)cc1 (stereo not given)	u	x
Cc1ccc(NC(=O)/C(C#N)=C(\N)C(Cl)(Cl)Cl)nc1	1%	-1
CCC(CC)c1nnc(NC(=O)CSCC(=O)Nc2cc(C)on2)s1	22%	14
O=S(=O)(c1ccccc1Cl)N1CCC(Cc2ccccc2)CC1	u	x
Nc1nc(=S)c2[nH]cnc2[nH]1	-5%	-8
NNC(=O)c1[nH]c2ccc([N+](=O)[O-])cc2c1-c1ccccc1	u	x
C=CCn1c(COc2cccc(C)c2)nnc1SC(C)C(=O)NC1CC1 (stereo not given)	-9%	-12
CC1C/C(=N/Nc2nc3ccccc3[nH]2)CC(C)(C)C1 (stereo not given)	u	x
Cc1cc(C)n(-c2ccccc2[N+](=O)[O-])n1	-3%	3
Fc1ccc(CO/N=C/C2=C(Cl)c3ccccc3CC2)cc1	u	x
CC(=O)Nc1ccc2nc(NC(=O)c3ccc([N+](=O)[O-])s3)sc2c1	3%	25
COc1cc(CN2CCCC(C)C2)cc([N+](=O)[O-])c1O (stereo not given)	-13%	9
CCOCc1c(C(=O)Nc2cc(OCC)c(N3CCOCC3)cc2OCC)oc2ccccc12	3%	15
COc1ccc(N(CC(=O)NC2CCCCC2)S(=O)(=O)c2cccnc2)cc1	u	x
CSc1cccc(NC(=S)NCCCN2CCN(c3ccc(F)cc3)CC2)c1	u	x
CCOC(=O)c1nnn2c1nc(N1CCN(c3ccccc3)CC1)c1ccccc12	14%	9
CC1CCN(CC(=O)N(C)c2c(N)n(Cc3ccccc3)c(=O)[nH]c2=O)CC1	4%	-7
O=C(COc1ccc(S(=O)(=O)N2CCOCC2)cc1)NCCCn1ccnc1	u	x
COc1ccc(C(=O)N/N=C/c2ccc3cccc(OCc4ccccc4)c3n2)cc1	i	-17

5 of the entries above in order of their number in Lipid storage S3 cell count max, highest first:
SMILES	Lipid storage S3	Lipid storage S3 cell count max
Cc1ccc(NC(=O)c2cccc(N3C(=O)C4C5CCC(C5)C4C3=O)c2)c(C)c1 (stereo not given)	-15%	26
CC(=O)C1=C(O)C(=O)N(CCCCCC(=O)O)C1c1ccc(N(C)C)cc1 (stereo not given)	i	11
CCOC(=O)c1nnn2c1nc(N1CCN(c3ccccc3)CC1)c1ccccc12	14%	9
CCN(CC)S(=O)(=O)c1cc(NC(=O)Cc2ccsc2)ccc1C	1%	8
O=C(O)CCCNC(=O)c1ccccn1	-9%	-21

Copied from the entries so far, 4 compounds:
SMILES	Lipid storage S3	Lipid storage S3 cell count max
CCOC(=O)c1nnn2c1nc(N1CCN(c3ccccc3)CC1)c1ccccc12	14%	9
CC1CCN(CC(=O)N(C)c2c(N)n(Cc3ccccc3)c(=O)[nH]c2=O)CC1	4%	-7
O=C(COc1ccc(S(=O)(=O)N2CCOCC2)cc1)NCCCn1ccnc1	u	x
COc1ccc(C(=O)N/N=C/c2ccc3cccc(OCc4ccccc4)c3n2)cc1	i	-17

(list continues)
SMILES	Lipid storage S3	Lipid storage S3 cell count max
CCCCn1c(=O)c2ccccc2n2c(=S)[nH]nc12	u	x
O=C(c1cc([N+](=O)[O-])ccc1Cl)N1CCN(c2ccc([N+](=O)[O-])cc2)CC1	u	x
CCNC(=O)N1CCN(CCCC(c2ccc(F)cc2)c2ccc(F)cc2)CC1	13%	10
CC(=O)c1ccc([C@H]2C[C@@]34CN(C(=O)OC(C)(C)C)S(=O)(=O)[C@H]3C[C@H]2O4)cc1	-4%	0
NCCCC[C@H]1CNC(=S)N1CCc1cc(C(F)(F)F)cc(C(F)(F)F)c1	10%	10
COc1ccc(Cl)cc1NC(=O)CSc1ncnc2c1oc1ccccc12	17%	6
COc1cc(C(=O)Nc2cc(C(F)(F)F)ccc2Cl)cc(OC)c1OC	u	x
CC(=O)Nc1ccc(S(=O)(=O)N(C)S(=O)(=O)c2ccc(F)cc2)cc1	u	x
CCOc1ccc(S(=O)(=O)NCCCN2CCOCC2)c2ccccc12	u	x
CN(C)CCNC(=O)Cc1ccc([N+](=O)[O-])cc1	u	x
CCc1ccccc1Nc1nn2c(=O)c3ccc(C(=O)NCc4ccccn4)cc3nc2s1	u	x
Oc1ccc(C(=S)N2CCCCC2)cc1	0%	3
O=C1CC[C@@H](O)CCN1CC[C@H](Sc1ccccc1)c1ccccc1	u	x
Cc1cccc(NCC(=O)N/N=C\c2cccn2C)c1	u	x
COc1ccc(NC(=O)CCNC(=O)Cn2cnc3ccccc3c2=O)c(OC)c1	i	x
O=C(O)CN1C(=O)C(=O)N(Cc2ccccc2F)C1=O	17%	9
CNc1ccc(C(O)(C(F)(F)F)C(F)(F)F)cc1C(O)(C(F)(F)F)C(F)(F)F	u	x
CN(Cc1ccc(F)cc1)S(=O)(=O)c1nnc(NC(=O)c2ccccc2Br)s1	u	x
